LmPK inhibitor = inhibitors of Leishmania mexicana pyruvate kinase. Potency, µM (highest dose often 57.5 µM), without a hit: at the top dose activity change, negative = inhibition, actives largely listed as inhibitors. Q27686. purified LmPK, Kinase-Glo ATP luminescence, 1 h. hit rate 0.37% among 290,000; note: potency is the fitted concentration of half-maximal effect
Target sequence (Q27686 whole entry, looked up): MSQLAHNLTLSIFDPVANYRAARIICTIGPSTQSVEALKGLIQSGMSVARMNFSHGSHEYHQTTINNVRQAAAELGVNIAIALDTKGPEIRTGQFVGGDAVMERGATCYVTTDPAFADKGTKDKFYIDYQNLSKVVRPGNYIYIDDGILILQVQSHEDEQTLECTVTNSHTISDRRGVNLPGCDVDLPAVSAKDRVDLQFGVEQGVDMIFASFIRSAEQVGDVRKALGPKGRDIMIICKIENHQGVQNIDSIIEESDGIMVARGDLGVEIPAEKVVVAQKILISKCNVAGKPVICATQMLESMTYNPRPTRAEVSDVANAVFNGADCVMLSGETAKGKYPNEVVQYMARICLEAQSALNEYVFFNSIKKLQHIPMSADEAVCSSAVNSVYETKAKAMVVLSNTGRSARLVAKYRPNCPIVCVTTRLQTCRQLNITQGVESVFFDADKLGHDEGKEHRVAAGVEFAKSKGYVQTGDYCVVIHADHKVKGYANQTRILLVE
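qHTS format; LmPK 0.1 nM; substrates PEP 0.5 mM and ADP 0.1 mM. One-hour room-temperature incubation, then coupled luciferase luminescence; 0.5 nM enzyme wells mark activation.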
HCMV inh = blocks human cytomegalovirus replication | HFF cells, HCMV-luciferase reporter, 72 h; active compounds read low | activity change, negative = inhibition, % at 57.5 µM | hit rate 4.5% among 410,000; in the data active = activity change below about -60%; inconclusive = no clear call, values can overlap the other calls; inactive = above about -39%
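After 16 h attachment at 37C, HFF cells received test compound and HCMV-luciferase (1 PFU/cell); reporter luminescence read 72 h later, data normalized against buffer-only and known inhibitor Salinomycin.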
AmpC inh detg = inhibitors of E. coli AmpC beta-lactamase with detergent. P00811. AmpC hydrolysis of nitrocefin, absorbance 480 nm, 0.01% Triton. Potency, µM (series often up to 114 µM), without a hit: top-dose activity change, negative = inhibition, usual class: inhibitors. AID 485294. hit rate 0.041% among 370,000;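 note: potency is the fitted concentration of half-maximal effect; 0% = no-compound wells and -100% = no-enzyme wells; nearly all actives have a fitted effect of over 25% in size; some results filed as inactive show a strong effect at the top dose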
Target sequence (P00811 whole entry, looked up): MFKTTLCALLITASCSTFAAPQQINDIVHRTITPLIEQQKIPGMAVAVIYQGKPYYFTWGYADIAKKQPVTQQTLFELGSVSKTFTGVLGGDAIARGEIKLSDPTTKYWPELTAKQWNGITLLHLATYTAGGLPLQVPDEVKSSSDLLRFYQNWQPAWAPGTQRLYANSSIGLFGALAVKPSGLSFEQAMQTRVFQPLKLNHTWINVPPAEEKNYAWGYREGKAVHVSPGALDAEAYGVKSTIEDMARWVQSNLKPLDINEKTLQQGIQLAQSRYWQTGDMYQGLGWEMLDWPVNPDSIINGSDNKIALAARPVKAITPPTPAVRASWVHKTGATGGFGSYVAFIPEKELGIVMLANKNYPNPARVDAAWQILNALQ
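AmpC (5.3 nM in the dispensed reagent) in 20 mM phosphate pH 7.0 with 0.01% (detergent screen) or 0.0001% Triton X-100 was preincubated with compounds for 15 min at room temperature. Nitrocefin was then added from an 800 uM solution, and hydrolysis was followed at 480 nm.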
AmpC no deterg = AmpC beta-lactamase inhibition without detergent | Potency, µM (titrated, usually from 57.1 µM), inactives show top-dose activity change, negative = inhibition, usual class: inhibitors | hit rate 0.52% among 330,000 | AmpC nitrocefin hydrolysis, absorbance 480 nm, 0.0001% Triton | P00811 | AID 485341;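 note: potency is the fitted concentration of half-maximal effect; plate controls were no compound for no effect and no enzyme for full effect; nearly all actives have a fitted effect of over 20% in size; some results filed as inactive show a strong effect at the top dose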
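20 mM phosphate pH 7.0 + 0.01% (detergent screen) or 0.0001% Triton X-100; 5.3 nM AmpC reagent; cpd preinc 15 min RT; nitrocefin (800 uM stock) to start; A480 q20 s × 4 min; Activity was normalised to no-enzyme and no-compound control wells.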
HCV inhibitor = inhibitors of hepatitis C virus infection | Huh7.5.1 HCVcc-Cre infection, luciferase reporter, 44 h | Potency, µM (highest dose often 41.8 µM), for the others: at the top dose activity change, negative = inhibition, actives largely listed as inhibitors | hit rate 3.4% among 340,000; note: potency is the fitted concentration of half-maximal effect
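Infectious HCV cell culture screen: compound-treated cells (1,000/well, pre-plated 4 h) are infected with HCVcc-Cre at roughly 0.5 moi and grown 44 h. Infection is quantified by luciferase signal after 15 min substrate incubation at room temperature.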
TbPYK inhibitor = inhibitors of Trypanosoma brucei pyruvate kinase; hit rate 0.12% among 410,000; Potency, µM (top dose mostly 76.8 µM), for inactives: at the highest dose activity, negative = inhibition, most hits filed as inhibitors; Q57TT1; TbPYK enzyme, Kinase-Glo Plus ATP luminescence, 45 min; note: potency is the fitted concentration of half-maximal effect; nearly all actives have a fitted effect of over 50% in size
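Quantitative HTS: titrated library compounds versus trypanosomal pyruvate kinase in TEA buffer (pH 7.2) containing KCl, MgCl2, BSA and Tween-20. Reactions were initiated with ADP, 130 uM final. Kinase-Glo Plus luminescence was read after 45 min at RT.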
AMA1-RON2 inh = AMA1-RON2 (P. falciparum) interaction inhibition; AlphaScreen AMA1-biotinylated RON2 peptide binding; Potency, µM (top dose mostly 58.2 µM), for inactives: at the highest dose activity change, negative = inhibition, most hits filed as inhibitors; hit rate 0.2% among 360,000; AID 720542;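 note: potency is the fitted concentration of half-maximal effect; 0% = vehicle wells and -100% = peptide control; nearly all actives have a fitted effect of over 45% in size; some results filed as inactive show a strong effect at the top dose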
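AMA1 (3D7) with his tag at 25 nM final met compounds first, then biotinylated RON2 peptide at 25 nM; detection used donor plus acceptor beads, 10 µg/mL apiece, read by AlphaScreen after 30 min at room temperature.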
The depositor's hits bear a star; ? = inconclusive; · = not tested or not shown; [ ] = dose if it differs, or a comment. Unless noted, calls come from the whole dose curve; as a rule, active = well fitted curve in the direction sought with a large enough effect; inconclusive = small, poorly fitted or top-dose-only effect, or another doubt; inactive = no such curve, though single readings can be large; an effect the other way counts as inactive or inconclusive. Unless noted, % is set by controls: 0 for no effect and ±100 for the full control effect.

Structure	LmPK inhibitor	HCMV inh	AmpC inh detg	AmpC no deterg	HCV inhibitor	TbPYK inhibitor	AMA1-RON2 inh
Cc1cccc(C)c1NC1=NC2(CCCCC2)N=C(N)N1	-3.2%	-5.2	-6.8%	-15.3%	-4.8%	·	-11.6%
COc1ccc(N2CCN(S(=O)(=O)CCNC(=O)C3CC3)CC2)cc1	·	-9.8	-1.4%	-12.9%	-4.2%	-9.5%	-8.8%
CCOC(=O)c1[nH]cnc1C(=O)Nc1cccc(Cl)c1	4.1%	-24.5	-0.5%	-13.0%	13.5%	6.6%	-16.1%
COc1ccc(C(=O)NCC(=O)OCC(=O)c2ccc3c(c2)NC(=O)CO3)cc1	0.4%	-14.1	1.2%	-15.8%	12.6%	-4.2%	-0.9%
CCCN(CCC)S(=O)(=O)c1ccc(C(=O)N2CCN(C)CC2)cc1	-0.3%	14.6	-2.7%	28.4%	10.2%	-0.2%	-14.5%
C/C(=N\OCC(=O)N/N=C/c1ccccc1)c1cccs1	6.1%	-38.4	-7.6%	-23.8%	0.4%	0.1%	9.9%
CC1(C(=O)NS(=O)(=O)C2CC2)CCN(C(=O)CSc2ccccc2)C1 (configuration not stated)	·	46.6	·	·	·	-1.6%	7.6%
COC(=O)Cc1cc(=O)n(-c2ccccc2)[nH]1	-5.8%	-9.8	?	-17.8%	17.2%	0.0%	-3.9%
CCOc1ccc(C(=O)n2cc(C(=O)OC)c3ccccc32)cc1	-4.9%	-26.2	-2.6%	-19.8%	-25.6%	-0.4%	26.9%
CSc1nsc(SCC(=O)Nc2ccccc2F)n1	-1.3%	20.4	3.9%	-27.3%	4.0%	-1.2%	-5.4%

Next section:
Structure	LmPK inhibitor	HCMV inh	AmpC inh detg	AmpC no deterg	HCV inhibitor	TbPYK inhibitor	AMA1-RON2 inh
CCOCCCNC(=O)c1ccc(NC(=O)N2CCCCc3ccccc32)cc1	·	-3.6	10.0%	·	·	-4.9%	·
CCc1cc2c(cc3c(=O)n(CC(=O)N4CCC(C)CC4)nc(CC)n32)s1	·	-38.1	-6.1%	·	·	1.9%	·
CCOC(=O)c1c(NC(=O)C2COc3ccccc3O2)sc2c1CC(C)(C)NC2(C)C (configuration not stated)	-3.2%	-30.0	-14.3%	192.4%[activator]	-19.4%	1.8%	-13.9%
CC(NC(=O)COC(=O)CSCc1ccccc1)c1ccccc1 (configuration not stated)	5.3%	-30.0	2.4%	-1.1%	13.8%	2.7%	-6.6%
O=C(Cc1ccccc1)NCCSCc1ccco1	0.9%	-13.5	-8.7%	-12.1%	12.3%	6.1%	-2.6%
CC1CCN(CCOc2cccc(Br)c2)CC1	-2.5%	-22.0	-10.4%	-23.1%	1.4%	3.2%	2.6%
COc1ccc(OCC(=O)NC2CC(C)(C)NC(C)(C)C2)cc1	6.3%	-14.7	?	-12.6%	23.9%	2.1%	7.0%
COc1ccc(CCn2c(=O)[nH]c3cc(C(=O)NCCN4CCOCC4)ccc3c2=O)cc1OC	8.2%	3.2	0.3%	-23.9%	8.7%	3.7%	30.7%[activator]
COCCCn1c(SCC(=O)N2CCOCC2)nc2cc(Cl)ccc2c1=O	·	-4.0	3.5%	59.3%	-4.9%	2.2%	5.4%
Cc1cccc(CSc2nc(-c3cccc(C)c3)nc3c2Cc2c(CO)cnc(C)c2O3)c1	·	12.5	6.7%	·	·	6.9%	·

(more compounds)
Structure	LmPK inhibitor	HCMV inh	AmpC inh detg	AmpC no deterg	HCV inhibitor	TbPYK inhibitor	AMA1-RON2 inh
CCC(C)NC(=O)c1ccc(Cn2c(=O)c3cccn3c3cccnc32)cc1 (configuration not stated)	·	2.6	-3.4%	·	·	-9.7%	·
COc1cccc(CN2c3ccccc3-c3nc(SCC(=O)Nc4ccccc4Cl)ncc3S2(=O)=O)c1	·	-14.0	-0.6%	·	·	-4.8%	·
Cc1nn(CC(=O)O)c(C)c1N	1.1%	0.0	5.6%	-11.5%	?	1.1%	-0.6%
CC(NCc1ccc(Cl)cc1)C(O)c1ccccc1 (configuration not stated)	-5.0%	-6.7	-6.7%	-21.6%	1.5%	-5.5%	-13.4%
CC(=O)N1c2ccc(S(=O)(=O)N3CCC(C(=O)Nc4ccc(F)cc4)CC3)cc2CC1C (configuration not stated)	6.7%	?	-6.5%	-3.6%	11.2µM*	0.5%	-2.3%
COCCNC(=O)c1ccccc1-c1nc(-c2ccccc2OC)no1	1.4%	-0.4	-7.6%	-7.5%	18.8%	-0.9%	-11.3%
CN(NC(=O)c1ccc(Cl)cc1)c1ncc(C(F)(F)F)cc1Cl	3.7%	15.1	3.0%	-14.8%	-5.1%	-23.4%	15.5%
Fc1ccccc1N1CCN(c2ncnc3[nH]ncc23)CC1	0.5%	?	?	-20.3%	15.8µM*	2.8%	18.1%
COc1cc(-c2cnc3c(NC=O)cc(-c4ccc(C)cc4)cn23)cc(OC)c1OC	·	-76.1*	·	·	·	-14.0%	9.6%
COc1ccc(NC(=O)c2cc(C)on2)cc1	1.1%	-18.6	-2.7%	-11.0%	?	2.8%	-1.5%

The list goes on (2 carried over from the part before).
Structure	LmPK inhibitor	HCMV inh	AmpC inh detg	AmpC no deterg	HCV inhibitor	TbPYK inhibitor	AMA1-RON2 inh
COc1cc(-c2cnc3c(NC=O)cc(-c4ccc(C)cc4)cn23)cc(OC)c1OC	·	-76.1*	·	·	·	-14.0%	9.6%
COc1ccc(NC(=O)c2cc(C)on2)cc1	1.1%	-18.6	-2.7%	-11.0%	?	2.8%	-1.5%
CCOc1cc(C(=O)Nc2ccc3oc(-c4ccc(CC)cc4)nc3c2)cc(OCC)c1OCC	·	-26.9	-6.8%	·	·	-0.4%	·
CC1(c2nc3ccccc3[nH]2)CCCC2=Nc3ccccc3CN21 (configuration not stated)	·	-7.5	·	·	·	0.5%	2.1%
CCN1CCN(C(=O)CCc2nnc3ccc(N4CCN(c5cccc(OC)c5)CC4)nn23)CC1	-4.8%	-22.7	-1.7%	117.7%[activator]	-0.5%	8.4%	-3.9%
Cc1cc(=O)[nH]c(SCC(=O)c2ccc(O)c(O)c2)n1	16.5%	20.3	?	-22.5%	12.1%	-4.3%	25.0%
COc1ccc2oc(C(=O)Nc3nc(-c4ccccn4)cs3)c(C)c2c1	·	23.4	-15.9%	26.4%	?	-3.5%	57.2%[activator]
COc1cc(/C=C/C(=O)NNC(=O)c2cccc(S(=O)(=O)N(C)C)c2)cc(OC)c1OC	·	-9.7	-13.6%	-10.9%	2.7%	-5.6%	71.7%[activator]
CCOC(=O)c1ccc(S(=O)(=O)Nc2ccc3cn[nH]c3c2)cc1	1.0%	-18.5	-10.1%	-30.6%	11.2µM*	-15.4%	-3.7%
O=C(N/N=C/c1ccccc1O)C1CC(=O)N(c2ccc(F)cc2)C1 (configuration not stated)	0.6%	17.1	3.2%	-23.8%	?	-1.5%	100.0%[activator]
Cc1conc1NC(c1cccs1)c1ccc2cccnc2c1O (configuration not stated)	2.4%	·	?	-36.4%	·	·	·
CCOc1ccc(NC(=O)CN2C(=O)CC(C)Sc3ccccc32)cc1 (configuration not stated)	·	0.3	8.4%	·	·	2.9%	·

Remaining list, next part.
Structure	LmPK inhibitor	HCMV inh	AmpC inh detg	AmpC no deterg	HCV inhibitor	TbPYK inhibitor	AMA1-RON2 inh
CCS(=O)(=O)N1CCC(C(=O)c2ccc(Cl)cc2)CC1	5.8%	-27.4	1.4%	-8.1%	9.6%	-6.0%	-3.4%
CCC(C)c1ccc(NC(=O)NCc2cccnc2)cc1 (configuration not stated)	-8.5%	-23.6	1.8%	14.9%	10.4%	1.5%	5.2%
CCOC(=O)c1sc(NC(=S)NC(=O)c2cccc(OC)c2)nc1C	3.9%	-13.5	2.7%	-29.5%	-26.6%	-0.6%	43.8%[activator]
CC(OC(=O)/C=C/c1ccc2ccccc2n1)C(=O)Nc1ccc(S(N)(=O)=O)cc1 (configuration not stated)	·	24.4	?	-26.9%	12.6%	-6.7%	-1.9%
CCC1=Nc2cc(C(=O)NCc3ccccc3OC)ccc2Sc2ccc(Cl)cc21	·	-12.3	8.3%	·	·	-9.6%	·
CCC1CCCCN1CCCNC(=O)CCCNC(=O)Cn1cnc2sc3c(c2c1=O)CCCC3 (configuration not stated)	0.2%	-32.0	-2.6%	2.5%	2.1%	-1.0%	2.5%
CCn1cc(C(=O)OCC(=O)Nc2c(C)n(C)n(-c3ccccc3)c2=O)c(=O)c2ccc(C)nc21	-2.4%	·	?	-14.9%	5.1%	·	11.6%
Cc1cc(Cl)c2oc(C(=O)N3CCN(C(=O)c4ccco4)CC3)c(C)c2c1	7.2%	35.4	-12.2%	134.9%[activator]	?	0.0%	-5.9%
O=S(=O)(NCc1ccco1)c1cccc2cccnc12	1.6%	20.7	?	-7.8%	12.7%	-1.6%	3.7%
Cc1ccc(C(=O)Nc2nnc(-c3ccco3)o2)cc1C	-9.3%	15.8	-11.8%	-25.0%	4.3%	-1.0%	40.3%[activator][2.32 µM]

Other results follow.
Structure	LmPK inhibitor	HCMV inh	AmpC inh detg	AmpC no deterg	HCV inhibitor	TbPYK inhibitor	AMA1-RON2 inh
O=C(CSc1nc2ccccc2c(=O)n1-c1ccccc1)NCC1CCCO1 (configuration not stated)	2.6%	31.0	-8.0%	-14.3%	5.6%	-0.4%	-27.9%
COC(=O)c1cnc(SCc2ccc(Cl)cc2)n1C	-4.0%	-25.8	7.9%	-2.4%	-7.4%	-10.6%	-1.2%
O=C(c1[nH]c(C(F)(F)F)nc1-c1ccccc1)N1CCN(c2ncccn2)CC1	·	6.5	·	·	·	9.7%	?
Cc1ccc(NC(=O)c2cccc3c(=O)c4c([nH]c23)CCCC4)c(C)c1	·	-4.8	-6.4%	·	·	-0.4%	·
O=C(C[C@H]1C[C@H](C(=O)N2CCOCC2)[C@@]2(CCC3CCCC3)c3[nH]c4cc(-c5ccco5)ccc4c3CCN2C1=O)NCc1ccco1	·	-6.6	·	130.6%[activator]	-26.4%	-5.6%	?
Cc1cccc(NC(=O)c2ccc3nccnc3c2)c1C	0.0%	-20.3	-7.8%	4.5%	-3.0%	-5.9%	5.2%
CCCC(C)n1[nH]c(=O)c2c1NC(=O)CSC2c1ccc(OC)cc1 (configuration not stated)	-3.9%	34.0	?	-24.3%	15.9%	-1.9%	4.3%
O=C(CN1CCN(S(=O)(=O)c2ccc(F)cc2)CC1)Nc1ccc(Cl)cn1	8.2%	-28.1	-14.0%	9.4%	-3.1%	-0.1%	9.2%
CCCc1cc(=O)[nH]c(SCC(=O)C(C)(C)C)n1	8.4%	-4.1	?	-1.6%	?	-5.3%	-2.8%
